# MEP2 TOR yeast – modulators of TOR pathway MEP2-GFP in S. cerevisiae; S. cerevisiae MEP2-GFP strain, flow cytometry GFP, 3 h; 100% = DMSO control level; GFP response vs DMSO, % at 10 µM; 0.51% of 330,000 active;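 active = GFP response versus DMSO above a set limit, roughly screen mean plus 3 SD, cut at about 180% in these data; inconclusive = fewer than 70 cells counted for a yeast strain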;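 note: median GFP fluorescence of the barcode-gated MEP2-GFP cells per well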
# AGP1 TOR yeast – yeast TOR pathway AGP1-GFP modulation; AID 2066; 0.02% of 320,000 active; S. cerevisiae AGP1-GFP multiplex flow cytometry, 3 h; GFP as percent of DMSO wells; GFP response vs DMSO, % at 10 µM;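 active = GFP response relative to DMSO above a set limit, near screen average plus 3 SD, cut at about 150% in these data; inconclusive = fewer than 70 cells counted for the yeast strain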;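 note: median GFP channel fluorescence of the gated AGP1 strain per well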
# CR mimetic SO – caloric restriction mimetics inhibiting age-related superoxide in yeast | superoxide response (% of plate mean), % at 10 µM | AID 2690 | S. cerevisiae aged cells, superoxide DHE fluorescence; stronger effect = lower value | 0.18% of 330,000 active;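 active = superoxide response under a set limit, about three screen SD below normal, cut at about 65% in these data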;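 note: yeast aged for seven days with compound at 30 °C before DHE staining; 100% = average MFI of all compound-treated wells on the plate with controls excluded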
# LAP4 TOR yeast – alters LAP4-GFP fluorescence in TOR pathway yeast screen | AID 2023 | GFP response vs DMSO, % at 10 µM | S. cerevisiae LAP4-GFP multiplex, flow cytometry GFP, 3 h; median GFP as percent of DMSO wells | 0.34% of 320,000 active;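 active = GFP response vs DMSO above a set limit, about the screen mean plus 3 SD, cut at about 150% in these data; inconclusive = under 70 cell events counted for the yeast strain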
# Efflux pump inh – inhibitors of Candida antifungal efflux pumps expressed in yeast; inhibition, % at 10 µM; S. cerevisiae Candida pump triplex, Nile Red efflux; 0.44% of 330,000 active;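 active = plate passing quality check with inhibition over a set limit, or well fluorescence over plate mean plus 4 SD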;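 note: Nile Red retained in pooled yeast measured as flow cytometry median fluorescence; 0% = buffer negative control and 100% = Enniatin B positive control; higher means more Nile Red kept so more efflux inhibition; some compounds called inactive have numbers as strong as hits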
# CIT2 TOR yeast – alters CIT2-GFP fluorescence in TOR pathway yeast screen; S. cerevisiae CIT2-GFP strain, flow cytometry, 3 h; 100 means same as DMSO wells; 0.065% of 320,000 active; GFP response vs DMSO, % at 10 µM; AID 2029;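 active = GFP response relative to DMSO above a set limit, near the screen mean plus 3 SD, cut at about 150% in these data; inconclusive = Fewer than 70 cells measured for a yeast strain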;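 note: ratio of well median GFP fluorescence to mean of DMSO wells on the plate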
# RPL19A-GFP yeast – alters RPL19A-GFP fluorescence in TOR pathway yeast screen. S. cerevisiae RPL19A-GFP strain, flow cytometry, 3 h; stronger effect = lower value. percent response vs DMSO, % at 10 µM. 0.3% of 330,000 active;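 active = percent response vs DMSO below 50%; inconclusive = fewer than 70 events counted for the yeast strain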;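 note: median channel GFP fluorescence of the barcoded RPL19A-GFP strain; ratio of sample median GFP to plate DMSO average so 100% = DMSO; lower means less RPL19A-GFP as with rapamycin TOR inhibition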
# AHR act – activates the human aryl hydrocarbon receptor | P35869 | 2.5% of 320,000 active | AID 2796 | AHR-responsive luciferase reporter cells, luminescence | activation, % at 5 µM; in the data active = activation above about 47%;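 note: 0% = vehicle wells and 100% = reference agonist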
# Target sequence (P35869 whole entry, looked up): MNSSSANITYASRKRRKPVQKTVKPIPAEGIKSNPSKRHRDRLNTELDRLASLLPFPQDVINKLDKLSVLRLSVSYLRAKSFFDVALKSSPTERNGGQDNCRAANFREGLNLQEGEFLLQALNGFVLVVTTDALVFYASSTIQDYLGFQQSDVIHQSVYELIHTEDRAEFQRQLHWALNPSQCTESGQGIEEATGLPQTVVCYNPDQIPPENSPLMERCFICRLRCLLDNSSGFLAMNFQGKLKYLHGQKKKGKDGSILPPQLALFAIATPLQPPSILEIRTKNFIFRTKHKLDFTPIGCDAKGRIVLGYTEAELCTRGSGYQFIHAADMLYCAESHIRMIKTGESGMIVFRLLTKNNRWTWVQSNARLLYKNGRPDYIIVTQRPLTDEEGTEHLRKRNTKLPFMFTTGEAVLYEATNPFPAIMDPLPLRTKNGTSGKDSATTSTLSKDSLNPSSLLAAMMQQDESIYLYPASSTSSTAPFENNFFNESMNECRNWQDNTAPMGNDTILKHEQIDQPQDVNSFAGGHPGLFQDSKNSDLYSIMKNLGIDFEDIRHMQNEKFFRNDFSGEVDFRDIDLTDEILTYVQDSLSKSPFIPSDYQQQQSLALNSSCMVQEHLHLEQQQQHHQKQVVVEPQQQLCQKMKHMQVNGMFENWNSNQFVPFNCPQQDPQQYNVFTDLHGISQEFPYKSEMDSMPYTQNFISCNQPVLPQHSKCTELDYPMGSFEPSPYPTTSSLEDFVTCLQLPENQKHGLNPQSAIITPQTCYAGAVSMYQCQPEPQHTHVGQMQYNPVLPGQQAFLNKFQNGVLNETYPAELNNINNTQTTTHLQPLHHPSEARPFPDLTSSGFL
# Active calls of the source: *; ? = inconclusive; nt = no result given; [ ] = another dose, or the depositor's remark.
SMILES,MEP2 TOR yeast,AGP1 TOR yeast,CR mimetic SO,LAP4 TOR yeast,Efflux pump inh,CIT2 TOR yeast,RPL19A-GFP yeast,AHR act
O=[N+]([O-])c1cccc(-c2nnn(C34CC5CC(CC(C5)C3)C4)n2)c1,99,101,90,105,-0.1,97,95,3
COc1ccc(OC)c(Nc2nc3ccccc3n3cnnc23)c1,109,103,91,99,-0.1,99,100,10
NNC(=S)Nc1ccc(S(=O)(=O)N2CCCCC2)cc1,103,111,119,113,0.0,103,99,2
COC(=O)c1[nH]c2ccccc2c1NC(=O)CN1CCCc2ccccc21,98,96,105,106,0.3,90,98,74*
Cc1ccccc1OCC(=O)Nc1ccccc1N1CCCCC1,98,96,92,97,0.1,99,100,0
CCN(CC)CC(=O)Nc1ccc(C)cc1C(=O)c1ccccc1,103,118,98,114,0.0,102,101,1
O=c1[nH]cnc2ccsc12,103,106,97,100,0.1,105,98,0
COc1cc2c3nnc(-c4ccc(F)cc4)c-3cn(Cc3cccc(F)c3)c2cc1OC,108,106,86,102,-0.1,112,106,5
Cc1cccc(/C=N/NC(=O)NC2CCCCC2)c1,108,96,99,100,0.2,89,102,2
O=C1CCN(C(=O)Nc2cccc(Cl)c2)N1,110,105,104,87,0.1,117,101,5
Cc1cccc(NC(=O)c2cc(NC(=O)c3ccccc3)ccc2N2CCCCC2)c1,94,101,99,99,0.1,99,95,0
CCCC/C(C)=N/NC(=O)CN(c1ccc(Br)cc1)S(=O)(=O)c1ccccc1,117,112,92,106,-0.1,114,111,0
CCOC(=O)/C(C#N)=C/C=C1\C=Cc2ccccc2N1CC,107,98,107,103,0.0,105,97,3
Cc1c(Br)c([N+](=O)[O-])nn1CC(=O)NCCc1c[nH]c2ccccc12,100,103,114,99,0.1,94,96,2
Cc1cccc(N2CCN(S(=O)(=O)c3ccc(-c4cc(C)no4)s3)CC2C)c1 (configuration not stated),101,100,97,102,0.1,102,97,0
O=C1CCC(C(=O)N2CCCCO2)CN1Cc1cccc(C(F)(F)F)c1 (configuration not stated),105,93,90,86,-1.3,94,108,nt
CCOc1ccc(-c2nn(-c3ccccc3)cc2/C=C(\C#N)S(=O)(=O)c2ccccc2)cc1C,98,84,114,93,0.2,89,91,18
CC(C)On1c(SCC(=O)N(C)C)nc2ccccc2c1=O,104,94,111,98,0.2,90,100,2
CN(C)C(CNC(=O)c1ccc(S(=O)(=O)Nc2cccc(C(F)(F)F)c2)cc1)c1ccco1 (configuration not stated),91,95,94,101,0.0,78,85,1
CC(NC(=O)c1ccccc1NS(=O)(=O)c1ccc(CCC(=O)O)cc1)c1ccccc1 (configuration not stated),106,102,91,92,0.1,100,95,1
Cc1ccc(S(=O)(=O)N2CCc3ccccc3C2CC(=O)O)cc1 (configuration not stated),?,?,88,99[may fluoresce violet],-0.2,?,23*[may fluoresce violet],3
CC(C)c1nnc(NC(=O)CSc2nnc(-c3ccco3)o2)s1,102,103,95,100,0.0,101,99,3
O=C(Nc1ccc(Br)cc1)c1cc(-c2ccc3c(c2)OCO3)on1,104,97,121,92,0.5,96,106,-1
CCOc1ccc2nc(SCC(=O)NCc3ccccc3OC)[nH]c2c1,102,99,104,94,-0.1,98,99,8
COc1cccc(N(C(=O)CNC(=O)c2ccco2)C(C(=O)NC2CCCC2)c2cccnc2)c1 (configuration not stated),98,104,125,97,0.5,107,102,2
COc1ccccc1CNC(=O)C(=O)NCC1CCCN1S(=O)(=O)c1cccs1 (configuration not stated),98,107,117,99,0.3,89,99,4
O=C(O)Cc1ccc(NC(=O)Nc2cccc3ccccc23)cc1,107,97,108,91,0.2,103,103,7
O=c1c2[nH]c3ccc(Br)cc3c2ncn1CCCn1ccnc1,113,106,105,108,-0.1,113,99,44
NCCCC[C@H]1CNC(=O)C(=O)N1CC1CCCCC1,103,106,94,97,0.0,103,102,2
COc1ccc(NC(=O)c2cc(S(=O)(=O)N(C)C)ccc2N2CCCC2)cc1Cl,97,91,93,85,0.0,102,97,2
CCc1nnc(NC(=O)CSc2ncnc3scc(-c4ccc(C)cc4)c23)s1,101,100,91,85,0.0,115,102,-2
Cc1ccc(F)cc1NCC(=O)Nc1ccc(Cl)cc1F,93,90,91,84,0.0,94,100,-2
COc1ccccc1NC(=S)Nc1ccccn1,101,87,102,100,0.1,76,96,117*
NC(=O)NC(CC(=O)N1CCc2ccccc2C1)c1ccc(Cl)cc1 (configuration not stated),120,95,110,103,-0.1,97,95,4
CCC1Sc2ccccc2N(CC(=O)NCc2ccc3c(c2)OCO3)C1=O (configuration not stated),97,95,119,97,-0.1,95,95,15
NNC(=O)C(=O)/C=C1\NC2(CCCC2)Cc2ccccc21,101,104,97,114,-0.1,91,97,3
COc1ccc(OCCn2cc(C=O)c3ccccc32)cc1,113,101,104,96,0.0,108,101,-7
COc1ccc(C(=O)CN2CCN(c3ccc(F)cc3)CC2)cc1OC,95,94,102,95,-0.1,89,92,-2
Cc1ccccc1OCC(O)CN1CCN(CCN2C(=O)c3cccc4cccc(c34)C2=O)CC1 (configuration not stated),115,113,102,102,0.3,108,121,-10
CN(CC(=O)N1CCc2ccccc2C1)c1ccccc1,88,95,86,102,-0.7,86,96,0
Cc1ccc(Cn2c(=O)n(C)c(=O)c3sccc32)cc1,108,102,98,102,-0.1,103,101,-2
Cc1cc(C)c(C(=O)COC(=O)c2cccnc2Cl)c(C)c1,96,98,100,110,-0.2,96,100,8
C=CCOc1c2ccc(C(=O)NCc3ccc(OC)cc3)cc2nn1C,92,90,111,104,0.1,87,104,-1
O=C(Nc1ccsc1C(=O)N1CCCC1)c1ccccc1,91,95,110,100,0.0,88,94,0
Cn1ccnc1SCC(=O)c1cccc(C(F)(F)F)c1,105,103,81,101,0.0,107,104,6
O=C(Nc1cccc(C(=O)N2CCCCC2)c1)c1ccc(Cl)cc1,95,97,80,88,-0.2,97,100,33
COc1ccc(OC)c(CNc2nc3ccccc3n2CCN2CCCCC2)c1,110,106,87,103,-0.1,112,101,8
COCC(=O)Nc1ccc(S(=O)(=O)NCC2CCCO2)cc1 (configuration not stated),101,93,97,81,0.0,109,96,0
COC(=O)Cn1cc(/C=C/c2cc[n+](C)cc2)c2ccccc21,114,106,102,109,0.1,112,100,6
CCN(CC(=O)Nc1c(F)cccc1F)C(=O)c1cccnc1SC,100,102,94,98,-0.5,100,101,1
COc1ccc(Cl)cc1NC(=S)NCc1ccco1,99,89,99,80,0.0,103,99,5
CCCNC(=O)N1CCC(Cc2ccccc2)CC1,97,107,106,98,-3.1,109,112,1
Nc1cc(C(=O)O)ccc1N1CCCCCC1,93,93,90,104,-0.2,98,94,-3
O=C(CSc1ccccc1C(=O)O)Nc1cccc(C(=O)O)c1,108,114,92,102,-0.2,100,111,28
Cc1nc2c(=O)n(-c3ccc(F)cc3F)nc(C)c2s1,99,116,90,127,0.1,106,103,-2
O=C(O)CCC(=O)NNC(=O)c1ccc(Br)cc1,104,108,104,103,0.1,101,105,9
CCC(=O)Nc1nonc1-c1nc2ccccc2n1CCC(C)C,109,109,108,95,-0.1,116,106,2
Cc1cccc(C(=O)NCC(=O)NC(C)c2ccc(-n3ccnc3)cc2)c1 (configuration not stated),102,111,92,100,0.1,100,104,24
O=C1c2ccccc2C(=O)N1Cc1nc(-c2ccccc2)no1,110,103,121,114,0.2,94,104,2
OC(CCN1CCCCC1)(c1ccccc1)C1C[C@@H]2C=C[C@H]1C2 (some centres not stated),96,96,98,101,0.0,90,100,-4
# (list continues)
SMILES,MEP2 TOR yeast,AGP1 TOR yeast,CR mimetic SO,LAP4 TOR yeast,Efflux pump inh,CIT2 TOR yeast,RPL19A-GFP yeast,AHR act
C/C=C/Cn1c(SCc2ccccc2)nc2c1c(=O)[nH]c(=O)n2C,103,99,108,97,0.3,99,96,12
Cc1cc(C(=O)COc2ccc(C#N)cc2)c(C)n1C1CC1,104,104,89,115,-0.1,96,99,-8
CCCc1nc2ccc([N+](=O)[O-])cc2[nH]1,102,103,112,100,0.4,105,99,3
CCc1c(C)nc2ncnn2c1NC1CCCc2ccccc21 (configuration not stated),100,102,112,105,0.0,93,95,3
COc1ccc2c(c1)CCCN2C(N)=O,98,97,103,93,0.1,95,98,-1
CCOC(=O)C1CCN(C(=O)Cc2ccc(C)cc2)CC1,116,115,84,113,-0.1,105,113,-1
Cc1ccccc1Sc1ncnc2onc(C)c12,99,96,98,100,-0.1,89,99,-1
CCOc1ccccc1NC(=O)COc1coc(CN2CCc3ccccc32)cc1=O,99,104,94,106,0.0,100,100,15
CC(=O)Nn1cc2c(=O)n(C)c(=O)n(C)c2c1,107,98,111,98,0.3,97,103,2
CCN(CC)C(=O)C(=O)N/N=C/c1ccc(C(=O)O)cc1,102,101,90,100,0.4,99,103,9
Cc1ccc(S(=O)(=O)Nc2c(C)n(C)n(-c3ccccc3)c2=O)cc1C(=O)OC(C)C(=O)N(C)c1ccccc1 (configuration not stated),101,99,98,103,0.0,99,102,2
CCOC(=O)c1cc(/C(C)=N/OC(=O)c2ccc(Cl)cc2)on1,91,102,108,112,-0.1,94,94,0
CCn1nc(C)c(CN2CCCC(C(=O)c3cccc(OC(C)C)c3)C2)c1C (configuration not stated),109,100,92,96,0.0,105,103,7
CN1c2ccsc2C(O)=C(C(=S)Nc2ccc(F)c(Cl)c2)S1(=O)=O,96,82,121,nt,0.0,84,94,14
Cc1c(CC(=O)NCCCCCC(=O)O)c(=O)oc2cc3occ(-c4ccccc4)c3cc12,109,96,92,96,0.2,102,106,1
Brc1ccc2[nH]c3c(N4CCc5ccccc5C4)ncnc3c2c1,97,93,99,106,0.2,87,93,51*
O=C(Nc1cccc(C(=O)O)c1)/C(=C/c1cccc([N+](=O)[O-])c1)NC(=O)c1cccc(Br)c1,107,101,97,100,0.1,106,103,-2
COc1cc(OC)c(NS(=O)(=O)c2cccc(C(=O)OCC(=O)NCC3CCCO3)c2)cc1Cl (configuration not stated),115,107,106,98,-0.1,114,104,-2
COc1cc2c(cc1OC)CN(CCC(=O)c1ccc(Br)cc1)CC2,99,98,106,100,0.1,94,96,2
CC(c1ccco1)N(C(=O)c1cccc(S(=O)(=O)N(C)C)c1)c1ccccn1 (configuration not stated),98,104,90,97,-0.1,107,105,-1

# Part of the list above in order of molecular weight, low to high.
SMILES,MEP2 TOR yeast,AGP1 TOR yeast,CR mimetic SO,LAP4 TOR yeast,Efflux pump inh,CIT2 TOR yeast,RPL19A-GFP yeast,AHR act
O=C(O)CCC(=O)NNC(=O)c1ccc(Br)cc1,104,108,104,103,0.1,101,105,9
COc1cc2c(cc1OC)CN(CCC(=O)c1ccc(Br)cc1)CC2,99,98,106,100,0.1,94,96,2
COc1ccc(NC(=O)c2cc(S(=O)(=O)N(C)C)ccc2N2CCCC2)cc1Cl,97,91,93,85,0.0,102,97,2

# New compounds follow.
SMILES,MEP2 TOR yeast,AGP1 TOR yeast,CR mimetic SO,LAP4 TOR yeast,Efflux pump inh,CIT2 TOR yeast,RPL19A-GFP yeast,AHR act
Nc1n[nH]c2cc(=O)n(-c3cccc(C(F)(F)F)c3)nc12,100,103,111,104,0.0,101,98,1
O=C(O)c1cccc(NC(=S)NC(NC(=O)c2ccco2)C(Cl)(Cl)Cl)c1 (configuration not stated),103,91,99,95,0.0,106,102,3
O=C(CSCc1ccc(Cl)cc1)N/N=C/c1ccc(OCC(=O)Nc2ccccc2)cc1,113,109,99,115,-0.1,118,105,4
O=C(CN1CCCC1)Nc1ccccc1Sc1ccccc1,111,108,96,114,-0.1,98,101,2
O=C(NC1CCCc2ccccc21)c1ccccc1Cl (configuration not stated),95,87,109,114,-0.1,92,92,2
CCCCC(O)(c1ccc(CC)cc1)C(CN1CCOCC1)c1ccccc1 (configuration not stated),104,99,104,93,-0.1,100,102,nt

# Source: PubChem

# This is a random part of the collection; overall some 3.9% were active at least once.
